MT1-MMP act inh – MT1-MMP (human) activation inhibition; HT1080 RFP-PRO-GFP cells, GFP/RFP ratio fluorescence, overnight; percent of plate control window, DMSO zero; GFP/RFP ratio change, % at 20 µM; 360,000 tested, 0.061% active; AID 651647;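 active means GFP/RFP ratio change of at least 30% with cell ATP level not reduced by more than half and red fluorescence within 50% of control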; further: strong numbers were not always called active
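Assay system: HT1080 RFP-PRO-GFP cells | Dosing: 20 µM single dose, 1% DMSO | Incubation: Cells overnight before dosing, compound overnight, 37 °C, 5% CO2 | Evaluation: GFP/RFP fluorescence ratio | Control set: DMSO-only wells and HT1080 RFP-L50D-GFP cell wells as references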
SKN-1 block – C. elegans SKN-1 inhibition. C. elegans VP596 Pgst-4::GFP/RFP ratio, acrylamide-induced, 24 h. inhibition, % at 21.8 µM. 360,000 tested, 0.49% active. AID 624304;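 active means interference check ratio from 0.5 to 1.5 plus GFP to RFP signal ratio inhibition reaching or exceeding a fixed threshold, cut at about 30% in these data, passing the limit was not always enough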; further: some compounds called inactive have numbers as strong as hits
STEP inh – STEP (human) phosphatase inhibition | AID 588621 | recombinant STEP, OMFP fluorogenic substrate, fluorescence | inhibition, % at 20 µM | 360,000 tested, 0.25% active | P54829;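 active means inhibition at 20 µM, scaled per plate between control wells, above about 37%, limit read from the data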;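 further: 0% = DMSO with enzyme and substrate and 100% = substrate only without enzyme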
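medium = Bis-Tris buffer pH 6.0, 2.5 mM DTT, 0.005% Tween 20 | test system = STEP (striatal-enriched tyrosine phosphatase) enzyme, cell-free | measure = normalized % inhibition | compound dosing = 20 µM, 1% DMSO | also added = 25 µM OMFP | schedule = reaction 20 min, ambient temperature | measured by = fluorescence read at 480 nm ex / 540 nm em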
DNMT1 block – inhibitors of human DNMT1. P26358. DNMT1 molecular beacon, Hinp1I cleavage, fluorescence. inhibition (reported as % activation of signal), % at 10 µM. 360,000 tested, 0.83% active; in the data active means inhibition above about 50%
Scp1 inh – blocks human Scp-1 phosphatase activity. Q9GZU7. Recombinant Scp1, phosphopeptide, malachite green phosphate absorbance. inhibition, % at 20 µM. 340,000 tested, 0.88% active;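 active means inhibition above about 50% at 20 µM, limit read from the data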;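 further: plate controls were DMSO wells with enzyme for no effect and wells lacking enzyme for full effect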
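Test system: SCP-1 phosphatase catalytic domain, residues 76-261 | Compound dosing: One concentration, 20 µM, with 1.0% DMSO | Schedule: 45 min room-temperature reaction, 5 min colour, 30 min stabiliser | Detection: Absorbance at 630 nm | Read-out basis: % inhibition of SCP-1 phosphate liberation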
CendR NRP1 mod – alters CendR peptide binding to human NRP-1; O14786; FAM-RPARPAR peptide binding to NRP-1, fluorescence polarization; inhibition, % at 25 µM; 360,000 tested, 0.85% active;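 active means inhibition or corrected inhibition above about 18%, plus a signal ratio from 0.5 to 1.5, limit read from the data, passing the limit was not always enough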; further: strong numbers were not always called active
Target sequence (O14786 whole entry, looked up): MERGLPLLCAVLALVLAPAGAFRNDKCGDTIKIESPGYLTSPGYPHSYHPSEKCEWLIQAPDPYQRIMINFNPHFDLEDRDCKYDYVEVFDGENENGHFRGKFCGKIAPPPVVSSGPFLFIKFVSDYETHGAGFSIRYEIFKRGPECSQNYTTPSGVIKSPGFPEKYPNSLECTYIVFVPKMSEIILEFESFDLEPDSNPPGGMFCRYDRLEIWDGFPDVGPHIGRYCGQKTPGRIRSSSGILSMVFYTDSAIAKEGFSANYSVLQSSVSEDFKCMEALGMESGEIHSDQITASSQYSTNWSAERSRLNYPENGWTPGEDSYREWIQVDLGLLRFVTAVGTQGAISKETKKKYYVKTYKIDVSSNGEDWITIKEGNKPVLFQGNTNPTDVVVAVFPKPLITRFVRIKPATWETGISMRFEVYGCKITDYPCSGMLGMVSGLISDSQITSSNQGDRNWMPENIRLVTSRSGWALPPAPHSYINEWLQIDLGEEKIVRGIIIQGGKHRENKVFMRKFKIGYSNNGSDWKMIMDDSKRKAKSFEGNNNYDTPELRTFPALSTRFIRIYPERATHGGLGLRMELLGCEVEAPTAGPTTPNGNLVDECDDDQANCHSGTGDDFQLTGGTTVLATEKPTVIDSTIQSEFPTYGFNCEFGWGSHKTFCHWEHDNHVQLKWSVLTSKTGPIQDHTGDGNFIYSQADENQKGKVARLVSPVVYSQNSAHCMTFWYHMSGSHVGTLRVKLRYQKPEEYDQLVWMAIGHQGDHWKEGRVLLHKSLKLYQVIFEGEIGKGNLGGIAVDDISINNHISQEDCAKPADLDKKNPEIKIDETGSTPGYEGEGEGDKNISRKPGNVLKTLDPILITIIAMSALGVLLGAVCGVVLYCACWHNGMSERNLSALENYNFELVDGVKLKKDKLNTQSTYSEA
NadD block – blocks S. aureus nicotinate mononucleotide adenylyltransferase | AID 602399 | purified NadD enzyme, colorimetric absorbance read-out | inhibition, % at 20 µM | 360,000 tested, 0.78% active; in the data active means inhibition above about 26%; further: some compounds past the cut are filed as inactive
SUMO1-SIM PPI – modulators of human SUMO1-mediated protein-protein interactions; SUMO1 binding to a labelled peptide, TR-FRET, 1 h; P63165; 360,000 tested, 0.33% active; inhibition, % at 20 µM; in the data active means inhibition above about 37%
Target sequence (P63165 whole entry, looked up): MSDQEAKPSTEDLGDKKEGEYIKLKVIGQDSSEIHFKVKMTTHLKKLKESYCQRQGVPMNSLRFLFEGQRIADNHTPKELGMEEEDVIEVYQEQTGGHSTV
LMPTP block – blocks human LMPTP phosphatase | 360,000 tested, 0.22% active | P24666 | recombinant LMPTP-A, OMFP fluorogenic substrate, fluorescence intensity | AID 651560 | inhibition, % at 20 µM;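 active means compounds that cut the enzyme signal by at least half of the control window in the single-dose screen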;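 further: plate controls were DMSO wells with enzyme plus substrate for no effect and substrate without enzyme for full effect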
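test system = LMPTP-A | amount = 0.625 nM LMPTP-A final | reagent = fluorogenic phosphatase substrate OMFP at 400 µM final | incubation = 50 min at room temperature | benchmarks = no-enzyme low control, uninhibited high control | medium = Bis-Tris pH 6.0, DTT, detergent | signal = fluorescence intensity of OMFP turnover product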
Rpn11 block – blocks the human proteasome subunit Rpn11; O00487; 360,000 tested, 0.59% active; human 26S proteasome, Ub4-pepOG fluorescence polarization; 20S core pre-blocked with epoxomicin; calls only at 20 µM;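 active means inhibition at 20 µM, scaled to each plate's controls, above about 33%, limit read from the data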
An asterisk follows results filed as active; i = inactive; nt = not tested or not shown.

SMILES	MT1-MMP act inh	SKN-1 block	STEP inh	DNMT1 block	Scp1 inh	CendR NRP1 mod	NadD block	SUMO1-SIM PPI	LMPTP block	Rpn11 block
O=C(NCCc1ccccc1)[C@@H]1CC=C[C@@H]2CCN(Cc3ccccc3)C(=O)[C@@H]21	-0.6	-10.0	0.3	1.2	2.9	-1.1	3.3	-3.1	-0.1	i
Cc1cccc(N2C(=O)C(O)=C(C(=O)c3cccs3)C2c2ccc(C(C)C)cc2)n1 (stereo not given)	-0.3	10.2	3.4	-0.8	-1.2	-5.4	16.7	-6.0	23.7	i
CC(=O)N(C)c1ccc(NC(=O)/C=C/c2ccccc2Cl)cc1	4.0	-0.1	-2.3	-2.3	-10.1	-8.3	0.1	-16.7	-1.6	i
CSc1nc(-c2ccc(N(C)C)cc2)c(C#N)c(=O)n1C	-96.2	-21.6	-1.0	0.9	31.7	-83.1	2.0	-34.1	-0.4	i
COC(=O)c1ccc(CSc2nnc(CS(=O)Cc3ccc(Br)cc3)n2-c2ccccc2)cc1 (stereo not given)	-4.2	-0.5	0.0	-1.5	-1.2	17.2	2.3	3.0	1.8	i
CN1CCN(S(=O)(=O)Cc2ccc(Cl)cc2)CC1	1.2	12.4	-3.7	-0.5	-3.6	-0.4	-3.4	0.6	-1.4	i
CS(=O)(=O)N1CCc2cc(C(=O)OCC(=O)c3ccccc3)ccc21	-4.8	18.4	-2.2	5.2	-14.1	11.2	-3.3	2.6	-1.6	i
O=C(Nc1nnc([C@@H]2C[C@H](O)[C@@H](CO)O2)s1)Nc1ccccc1F	2.9	-4.0	0.3	2.1	nt	1.0	-3.2	1.3	0.5	i
COc1ccc(CNC(=O)CS(=O)Cc2nc(-c3ccc(OC)c(OC)c3)oc2C)cc1 (stereo not given)	2.6	-5.4	2.4	0.6	-6.8	2.2	-3.5	2.8	-1.6	i
CC1=NN(C(=O)c2ccccc2)C(O)(c2ccc(Br)cc2)C1 (stereo not given)	2.9	7.4	5.0	-0.9	-14.1	2.6	3.8	-1.3	-2.6	i

7 entries from above, set out differently.
Order of results: MT1-MMP act inh, SKN-1 block, STEP inh, DNMT1 block, Scp1 inh, CendR NRP1 mod, NadD block, SUMO1-SIM PPI, LMPTP block, Rpn11 block
CSc1nc(-c2ccc(N(C)C)cc2)c(C#N)c(=O)n1C
 : -96.2, -21.6, -1.0, 0.9, 31.7, -83.1, 2.0, -34.1, -0.4, i
COC(=O)c1ccc(CSc2nnc(CS(=O)Cc3ccc(Br)cc3)n2-c2ccccc2)cc1 (stereo not given)
 : -4.2, -0.5, 0.0, -1.5, -1.2, 17.2, 2.3, 3.0, 1.8, i
CN1CCN(S(=O)(=O)Cc2ccc(Cl)cc2)CC1
 : 1.2, 12.4, -3.7, -0.5, -3.6, -0.4, -3.4, 0.6, -1.4, i
CS(=O)(=O)N1CCc2cc(C(=O)OCC(=O)c3ccccc3)ccc21
 : -4.8, 18.4, -2.2, 5.2, -14.1, 11.2, -3.3, 2.6, -1.6, i
O=C(Nc1nnc([C@@H]2C[C@H](O)[C@@H](CO)O2)s1)Nc1ccccc1F
 : 2.9, -4.0, 0.3, 2.1, nt, 1.0, -3.2, 1.3, 0.5, i
COc1ccc(CNC(=O)CS(=O)Cc2nc(-c3ccc(OC)c(OC)c3)oc2C)cc1 (stereo not given)
 : 2.6, -5.4, 2.4, 0.6, -6.8, 2.2, -3.5, 2.8, -1.6, i
CC1=NN(C(=O)c2ccccc2)C(O)(c2ccc(Br)cc2)C1 (stereo not given)
 : 2.9, 7.4, 5.0, -0.9, -14.1, 2.6, 3.8, -1.3, -2.6, i

Carrying on:
SMILES	MT1-MMP act inh	SKN-1 block	STEP inh	DNMT1 block	Scp1 inh	CendR NRP1 mod	NadD block	SUMO1-SIM PPI	LMPTP block	Rpn11 block
COc1ccc2[nH]c(=O)c(CN(Cc3nnnn3Cc3ccccc3)CC3CCCO3)cc2c1 (stereo not given)	-1.0	-2.1	2.3	-0.7	1.5	-2.0	1.1	3.5	0.3	i
Cc1nc(SCC(=O)N2CCCCCC2)c2c(=O)n(C)c(=O)n(CC(C)C)c2n1	-3.6	4.3	1.6	1.8	-2.7	1.6	6.7	-0.3	-0.2	i
Cc1cccc(NC(=O)C2CCN(C(=O)NC3CCCCC3)CC2)c1	4.6	7.5	-0.8	2.8	-1.8	-7.7	5.3	-1.2	-0.4	i
COc1ccccc1Cc1c(-c2ccccc2)nc2ccc(Br)cn12	-3.3	8.9	-2.4	34.6	nt	-27.4	5.8	1.5	3.7	nt
CC(C)[C@H](Nc1ccc(S(=O)(=O)N2CCOCC2)cc1[N+](=O)[O-])C(=O)OCC(=O)N(C(C)C)C(C)C	0.6	24.0	1.3	-3.1	-6.7	-2.3	-3.4	-18.0	0.7	i
O=S(=O)(c1cc(F)ccc1F)N1CCN(c2ncccn2)CC1	1.1	-18.0	1.5	0.6	-1.8	1.2	-5.2	-0.8	-1.5	i
COc1cccc([C@@H]2CC=C(C(=O)O)[C@H](c3ccc(Br)cc3)N2S(=O)(=O)c2ccc(C)cc2)c1	1.1	12.8	2.2	0.1	-13.8	-4.5	7.0	7.5	-0.4	i
Cc1cccc(OCC(=O)Nc2cccc3nsnc23)c1	-0.8	12.9	0.3	-0.8	-10.7	-1.1	4.6	-7.8	0.5	i
Cc1cc(C)c(C)c(S(=O)(=O)N2CCC(C(=O)N3CCCC3)CC2)c1C	0.8	-5.3	1.0	0.6	-5.7	8.6	-0.6	0.0	-0.8	i
CC(C)(C)n1nc2c(c1NC(=O)c1cc3ccccc3o1)CS(=O)(=O)C2	3.6	3.4	-6.2	-0.3	-4.0	1.3	-5.5	-1.7	-0.7	i
N#Cc1c(C(F)(F)F)cc(-c2ccccc2)nc1SCc1nc(N)nc(N2CCOCC2)n1	-226.9	-38.2	-3.8	3.2	15.5	3.4	2.7	-3.8	3.5	i
CCOC(=O)N1CCN(c2c(NCCCN(CC)CC)c(=O)c2=O)CC1	4.1	20.7	-0.2	-1.6	3.2	6.4	0.6	4.0	-1.4	i
O=[N+]([O-])c1ccccc1Nc1nc(-c2cccnc2)cs1	3.0	3.0	2.6	-0.5	-7.5	-4.4	-2.9	-24.9	1.2	i
COc1cc(C)c(C)cc1S(=O)(=O)N1CCCc2ccccc21	-2.6	-17.5	-1.4	-17.0	-2.2	16.9	-7.1	6.6	1.1	i
Cc1cc(/C=N/NC(N)=O)c(C)n1-c1ccc(F)cc1	0.8	8.1	-1.7	-6.7	-8.9	-6.4	-2.1	-0.3	-0.8	i
CC(C)(C)OC(=O)C1=CC[C@@H](c2ccc(Cl)c(Cl)c2)N(S(=O)(=O)c2ccc(F)cc2)[C@H]1c1cccc(F)c1	-10.2	16.7	3.2	10.4	nt	11.9	-1.5	5.6	-0.7	i
COc1cc(C)c(NC(=O)C(=S)NCCc2ccccc2)cc1C	-3.6	2.6	47.4*	3.2	-3.9	-2.0	-3.7	0.8	1.5	i
CC(C)(C)c1ccc(OC(=O)c2cccnc2)cc1	5.3	-18.6	0.4	-1.4	-5.0	2.3	-1.8	-1.2	1.2	i
N#CCCN1CCN(CCC#N)CC1	-1.4	5.4	2.1	-2.6	1.5	-8.8	-0.9	2.1	-0.6	i
C=CCn1c(Cc2cccs2)nnc1SCC(=O)NCc1ccco1	0.4	18.1	-0.9	9.0	53.0*	8.8	3.1	3.9	5.9	i
CC(C)OCCCNC(=O)CN1C(=O)/C(=C/c2ccccc2)Sc2ccccc21	-8.4	12.6	-1.1	3.4	0.7	0.9	-4.8	-9.7	0.4	i
COc1ccc(N2CC(C(=O)NC3CCSC3=O)CC2=O)cc1 (stereo not given)	-0.3	-13.7	0.9	2.8	-3.0	16.0	1.0	-1.2	-0.1	i
NC(=O)CCn1nc(-c2ccccc2)c2ccccc2c1=O	6.5	1.8	7.6	2.8	-4.7	17.9	-2.4	-3.7	0.1	i
COc1cccc2sc(N(CCCN(C)C)C(=O)COc3ccc(Cl)cc3)nc12	1.5	-9.3	-0.8	3.4	-9.0	-15.7	-4.9	-9.4	0.4	i
COCCNc1nc(=S)[nH]c2cc(OC)c(OC)cc12	1.3	-6.0	-2.2	9.6	-6.1	-0.5	-1.5	15.4	-0.4	i
COc1cc(NC(=O)Nc2cccn3nc(COCCO)nc23)cc(OC)c1OC	1.4	6.2	-2.3	3.6	nt	1.5	-4.0	2.3	-0.1	i
CCOC(=O)[C@H]1[C@H]2COc3ccc(OC)cc3[C@@H]2N2C(=O)CN(C)C(=O)[C@@]12C	0.6	-4.7	-0.9	-0.1	13.8	5.0	-2.6	-0.2	-0.1	i
CCCCNC(=O)C1(C)CCCCN1C(=O)c1ccc(F)c(C)c1 (stereo not given)	0.9	-7.4	0.7	-2.4	nt	-7.2	0.0	-0.1	-1.6	i
COc1ccc2[nH]c(=O)c(CN(C(C)=O)c3ccc(C)c(C)c3)cc2c1	-2.8	11.6	0.3	-1.6	-6.0	4.8	-6.3	2.7	-1.5	i
CC(Sc1nnc2ccccn12)C(=O)Nc1ccc(N2CCOCC2)cc1 (stereo not given)	3.1	1.0	-1.1	-2.1	0.5	14.6	2.9	-2.1	-1.1	i
CN(C)c1ccc(N/C=C/C(=O)C(C)(C)C)cc1	-8.9	4.9	0.8	-12.4	-4.7	-15.0	-4.8	-10.9	0.7	i
C[C@H](CO)N1C[C@H](C)[C@@H](CN(C)S(=O)(=O)c2ccc(Oc3ccccc3)nc2)OCc2cn(nn2)CCCC1=O	1.3	9.7	0.0	4.5	nt	1.1	0.0	1.8	-0.4	i
Cc1ccc2cc(C#N)c(SCc3nnc(-c4ccccc4[N+](=O)[O-])o3)nc2c1	-5.3	10.0	1.8	-3.8	-5.3	-4.3	-61.5	-2.8	4.5	i
O=C(c1cnn2c(C(F)(F)F)cc(-c3ccco3)nc12)N1CCCc2ccccc21	8.9	37.0*	-0.4	-5.6	-10.4	5.5	-0.3	0.9	0.0	i
COc1ccccc1OCCCC(=O)Nc1ccc([N+](=O)[O-])cc1Br	0.4	-8.0	-3.2	1.2	-12.5	5.8	-8.9	-22.3	1.9	i
CCCCOC(=O)C1=C(C)Nc2ncnn2C1c1cc(OC)c(OC)cc1OC (stereo not given)	7.4	-4.3	-4.7	1.8	-10.3	-7.2	9.4	0.4	-0.6	i
CCc1ccc2ncc(S(=O)(=O)c3ccc(C)c(C)c3)c(N3CCCC3)c2c1	-8.8	2.2	-1.4	-0.6	7.5	-18.7	3.6	-1.0	4.8	i
CC(C)(C)c1ccc(OCCOc2ccc(C(C)(C)C)cc2NC=O)c(NC=O)c1	-1.0	22.6	-0.1	-11.4	-14.2	2.3	-6.1	0.4	5.1	i
CCCCN(C(=O)COC(=O)c1sccc1C)c1c(N)n(CCC)c(=O)[nH]c1=O	0.2	-7.2	-1.0	1.8	nt	-0.8	-1.7	0.8	0.4	i

Random draw from the library. Share with any hit: about 3.9%.
